# Screening data (PubChem BioAssay)
# Insulin prom up: MIN6 insulin promoter up-regulation. MIN6 insulin promoter-GFP reporter, high-content imaging; active compounds read high. z-score at 5 µM. 0.3% of 190,000 active. AID 1625;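 active means z-score above 3 at 5 µM with at least 500 cells counted in the well; inconclusive means wells under 500 cells, flagged as cytotoxic or low count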
# Autophagy mod: alters autophagy in cells. calls only at 10 µM (by protocol). 0.98% of 190,000 active. AID 463193. MEF GFP-LC3 puncta imaging; test concentration mostly 10 µM;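 active means percentage of spot-positive cells more than 3 SD above its plate mean, without a fluorescence outlier flag or 80% toxicity; inconclusive means no clear call, values can overlap the other calls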;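 further: spot-positive cell cutoff set from DMSO-treated cells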
# HEK293 NOD2/NF-kB: inhibition of NOD2-driven NF-kB reporter – cell-based, luminescence, uHTS, HEK293 (AID 1566); HEK293 NOD2/NF-kB luciferase reporter, luminescence; higher % means a stronger effect; inhibition, % at 4 µM, or EC50 in µM where a hit was titrated; 0.63% of 290,000 active; in the data active means inhibition above about 50%; further: many of its hits are not listed in these tables
# bCat nuc transl: alters nuclear translocation of beta-catenin in HeLa cells | AID 1665 | immunofluorescence imaging | 0.3% of 190,000 active | nuclear translocation activity, % at 5 µM;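 active means nuclear translocation activity above 50% at 5 µM, with a well cell count of 50 or more; inconclusive means wells under 50 cells across six images, flagged as toxic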;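 further: per-cell ratio of nuclear to cytoplasmic median beta-catenin stain intensity; plate controls were DMSO negative control for no effect and GSK-3 inhibitor IX positive control for full effect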
#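 test system = HeLa cells, endogenous beta-catenin | dosing = single 5 µM dose plus 0.02–20 µM confirmation series | times = compound treatment 24 h, 37°C, 5% CO2 | technique = beta-catenin immunofluorescence imaging with DAPI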
# Yfh1-off respiration: mitochondrial function rescue without frataxin homolog – Friedreich's ataxia, plus single-dose screen, dose response (AID 1465) | 0.074% of 220,000 active | S. cerevisiae Yfh1-off respiration, WST-1 reduction, 72 h; higher fold induction means a stronger effect | fold induction at 50 µM, or EC50 in µM where a hit was titrated;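 active means fold induction of absorbance versus untreated yeast above a set limit, then at least 30% activation at any dose in follow-up; inconclusive means repeats straddling the limit, or above it without dose testing; inactive means fold induction below the set limit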;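 further: activators that raise dye reduction in frataxin-depleted yeast; strong numbers were not always called active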
# WT yeast gro inh: growth inhibition of WT yeast, mitochondrial fusion screen | mitochondrial fusion phenotypic screen, WT strain | inhibition, % at 10 µM | 2.1% of 190,000 active; in the data active means inhibition above about 58%; tested in S. cerevisiae
# Lipid droplet: hepatic lipid droplet formation modulation; inhibition, % at 6.5 µM; AID 1656; 0.4% of 240,000 active; AML12 mouse hepatocytes, oleate lipid droplets, BODIPY imaging;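 active means lipid droplet intensity inhibited by at least 50%, with more than 500 cells counted; inconclusive means wells with under 300 cells, treated as cytotoxic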
#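 Technique: fluorescence imaging, 20x objective, two fields per well / Assay system: AML12 hepatocytes (mouse) / Measure: % inhibition of lipid droplet signal / Doses: 6.5 µM single-point dosing / Incubation: overnight exposure / Reagent: 100 µM oleic acid challenge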
# Dynein cargo inh: blocks dynein driven cargo transport along microtubules; 3617.4 mouse cells, GR-EGFP nuclear translocation imaging; test concentration mostly 20 µM; stimulated with dexamethasone, 1 µM; active compounds read low; z-score, hits read low; 0.47% of 220,000 active; AID 1381;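 active means plate z-score of nuclear minus cytoplasmic receptor signal below a set negative limit, without overly bright fluorescence or cell loss, cut at about -3.5 in these data, passing the limit was not always enough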;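 further: z-score of nuclear minus cytoplasmic ring GR-EGFP intensity difference per well; some compounds called inactive have numbers as strong as hits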
#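 Also added – dexamethasone, 1.0 µM final · Buffer or medium – tet-free, stripped-serum medium · Schedule – induction 48 h, compound 1 h, agonist 30 min · Detection – formaldehyde fixation, Hoechst nuclear stain, 10x automated fluorescence imaging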
# MT stabilize HCS: stabilizes microtubules in HeLa cells; HeLa tubulin immunostaining HCS, 24 h; share of cells brighter than vehicle mean+2SD; 0.83% of 200,000 active; % tubulin-high responders, % at 10 µM; AID 2205;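 active means plate Z-score above 3 for both tubulin-high and condensed-nucleus cell shares, with cell loss under 80%, at 10 µM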;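 further: anti alpha tubulin signal scored within the nucleus-defined area of each cell; some results filed as inactive read as strong as hits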
# WT yeast gro inh mutant strain: recorded beside WT yeast gro inh, whose call it bears; inhibition, %; mitochondrial fusion phenotypic screen, mutant strain inhibition
# Dynein cargo inh cytoplasmic EGFP: recorded beside Dynein cargo inh, whose call it bears; z-score; measured here: cytoplasmic GR-EGFP intensity; active compounds read high
# Dynein cargo inh nuclear GR-EGFP: recorded beside Dynein cargo inh, whose call it bears; z-score; measured here: nuclear GR-EGFP intensity;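 lower value marks the stronger effect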
# Dynein cargo inh cell count: recorded beside Dynein cargo inh, whose call it bears; z-score; measured here: cell count per field
# Insulin prom up cell count: also measured in Insulin prom up; calls as there; cell count; measured here: cytotoxicity, nuclei count;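 total cells summed across four imaged fields per well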
# Lipid droplet cells 6.5 µM: recorded beside Lipid droplet, whose call it bears; cell count; measured here: cell count, cytotoxicity flag;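 cells counted across two imaged fields per well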
# bCat nuc transl cell count 5 µM: also measured in bCat nuc transl; calls as there; cell count; measured here: cell count, cytotoxicity flag
# MT stabilize HCS Hoechst-high %: recorded beside MT stabilize HCS, whose call it bears; % Hoechst-high responders; measured here: nuclear condensation Hoechst responders;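 share of cells brighter than vehicle mean plus two SD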
# MT stabilize HCS cytotoxicity %: also measured in MT stabilize HCS; calls as there; toxicity, %; measured here: cytotoxicity by cell density;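 0% = mean cell density of plate MIN control wells and 100% = no cells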
# Autophagy mod cell loss 18 h: also measured in Autophagy mod; calls as there; toxicity, %; measured here: cell loss, nuclei count;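 cell loss after 18 h compound exposure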
# * hit, by the source's call; i = inactive; ? = inconclusive; / = no result given. Some of the compounds tested; count on the stated rates, not on these rows.
# Below each SMILES – MT stabilize HCS Hoechst-high %	Insulin prom up cell count	Dynein cargo inh cell count	Yfh1-off respiration	WT yeast gro inh	Insulin prom up	Dynein cargo inh nuclear GR-EGFP	MT stabilize HCS cytotoxicity %	HEK293 NOD2/NF-kB	WT yeast gro inh mutant strain	MT stabilize HCS	Lipid droplet cells 6.5 µM	Autophagy mod cell loss 18 h	Lipid droplet	Dynein cargo inh cytoplasmic EGFP	Autophagy mod	Dynein cargo inh	bCat nuc transl	bCat nuc transl cell count 5 µM
> Cc1cc(C)c(NC(=O)CN(c2ccccc2)S(=O)(=O)N(C)C)c(C)c1
  1.2	/	0.017	i	-14	/	-0.33	11	7%	-21	3.1	755	-4	16	-0.33	i	-0.5	-16	1276
> COc1ccc(N2C(=S)N=C(Nc3cccc(C)c3)C23CCCCC3)cc1
  3.2	1266	-0.15	i	4	-0.61	0.074	10	12%	-7	2.2	592	12	-16	-0.16	i	0.6	2.7	516
> Cc1nc2ccccc2cc1C(=O)N/N=C/c1cccs1
  1.8	1327	0.37	i	6	-1	0.067	1.9	-3%	10	4.0	623	7	5	-0.27	i	-0.13	0.6	1016
> CCCCNC(=O)C1CCN(C/C(C)=C/c2ccccc2)CC1
  1.4	1507	0.15	i	10	0.05	0.082	5.7	12%	-6	4.1	/	6	/	-0.23	i	-0.27	0.0	1181
> Nc1nc2ccccc2n1/N=C/c1cccnc1
  1.1	/	1.2	i	-6	/	-0.23	0.3	/	3	1.9	/	-7	/	-0.23	i	-0.31	/	/
> COCCNC(=O)Nc1ccc2nc(-c3cccs3)c(-c3cccs3)nc2c1
  2.2	/	0.23	i	/	/	0.44	3.6	36%	/	1.3	766	-9	14	-0.22	i	0.42	/	/
> Cc1cc(Cn2ccnc2)c(C)cc1Cn1ccnc1
  16*	1801	0.42	i	-5	-0.16	0.1	53*	-8%	-17	43*	723	-5	1	0.61	i	-0.35	-0.9	1061
> Cc1ccc(/C=C/C(=O)Nc2nnc(SCc3ccc(C#N)cc3)s2)o1
  3.0	1493	0.45	i	2	-0.62	-0.7	0.7	-10%	-21	3.8	532	11	-6	-0.26	i	-0.86	0.4	1068
> CN(C)S(=O)(=O)NCCNc1ccc(C(F)(F)F)cc1[N+](=O)[O-]
  2.3	/	0.26	i	-18	/	0.32	5.9	2%	-5	5.8	721	0	22	-0.32	i	-0.26	0.0	1475
> COc1ccc(-c2cc(C(=O)Nc3c(C)nn(Cc4ccccc4)c3C)no2)cc1
  1.5	741	0.52	i	-11	-0.29	0.18	3.9	-11%	4	2.9	766	-10	-41	-0.18	i	-0.42	3.4	1019
> Nc1ncc(Br)cc1Br
  1.8	1314	0.0077	i	0	0.2	0.28	3.0	6%	-3	4.7	578	-1	-20	-0.21	i	0.24	-1.8	1462
> CN(C)c1ccc(/C=C(\C#N)c2ccccn2)cc1
  11	/	-1.4	i	45	/	0.75	8.5	2%	45	8.0	561	14	0	-0.041	i	0.9	0.6	916
> O=C(CN1CCCCC1)NCC1(c2ccccc2)CCCC1
  1.0	1548	0.28	i	-5	0.4	-0.034	7.7	4%	0	1.9	695	-16	-4	-0.22	i	-0.62	-0.3	1502
> CC(C)CNC(=O)NC(=O)COC(=O)c1cc(F)cc(F)c1
  2.1	1274	1	i	-13	0.24	-0.78	6.2	9%	-22	3.0	719	6	-2	-0.23	i	-0.97	-1.7	558
> O=C(CCl)Nc1ccc(Sc2ccc(NC(=O)CCl)cc2)cc1
  /	/	0.1	i	/	?	-1	/	19µM*	/	/	705	/	6	0.25	/	-2.6	1.2	1235
> CNC(=O)c1nc(C)c(C2(C)CC(c3cccc([N+](=O)[O-])c3)=NO2)s1 (stereo not drawn)
  /	1028	0.067	i	/	-0.23	0.082	/	0%	/	/	612	/	44	-0.79	/	-0.15	-1.3	1390
> O=C(Nc1ccc(Nc2ccccc2)cc1)C1CC1
  1.9	1379	-0.27	i	-6	-0.49	-0.48	7.8	-4%	5	1.7	619	9	9	-0.21	i	-1.3	1.7	966
> Cc1ccc(S(=O)(=O)Nc2cc(C)c(O)cc2C)cc1
  2.7	1647	0.13	i	-2	2.7	1.2	7.7	/	17	1.3	691	5	-1	-0.33	i	1.6	-6.2	950
> CCOC(=O)CSc1nc(C(C)C)nc2sc(C)c(C)c12
  0.7	1551	-1	i	12	0.95	1	7.0	-26%	0	1.8	694	-17	-14	-0.11	i	0.71	1.3	916
> Cc1ccc(-n2nc3c(c2NC(=O)/C=C\c2ccc4c(c2)OCO4)CSC3)c(C)c1
  3.0	1328	0.56	/	36	1.1	0.44	5.9	-8%	-16	4.9	711	10	-11	-0.23	i	-0.61	1.8	606
> O=C(Nc1ccc(-n2nncc2-c2ccco2)cc1)c1cc2ccccc2oc1=O
  6.0	1176	0.72	i	-12	-0.14	-0.096	9.8	17%	0	5.4	/	-7	/	3.4	i	-1.2	-0.4	1415
> CCN1C(=O)C(O)(C2COC(C)(C)CC2=O)c2ccccc21 (stereo not drawn)
  2.2	1628	-0.74	i	-1	-0.57	-0.54	2.0	20%	19	3.3	/	7	/	-0.24	i	0.19	0.9	1282
> CS(=O)(=O)N1Cc2ccccc2CC1C(=O)Nc1ccccc1C(N)=O (stereo not drawn)
  2.2	1594	-0.058	i	1	0.46	-0.085	9.7	0%	4	2.1	/	8	/	-0.13	i	0.07	-1.7	1422
> O=C(/C=C/c1ccco1)NC(=S)Nc1cccc(-c2nc3ccccc3o2)c1
  49*	1201	-0.31	i	19	-0.46	0.88	38*	-54%	28	28*	/	27	/	-0.2	i	0.58	54*	1056*
> O=C(Cn1ncc2c1-c1ccccc1OC2)N1CCN(Cc2ccc3c(c2)OCO3)CC1
  2.3	938	-0.75	i	10	0.57	-0.2	3.0	-18%	8	4.7	/	-3	/	-0.079	i	-0.66	-6.5	1161
> O=C(NC1CCCCC1)c1ccc(CNc2nc(=S)[nH]c3ccccc23)cc1
  3.4	1217	-0.013	i	-16	-0.58	-0.16	3.0	13%	-10	2.1	657	-3	-1	-0.26	i	-0.39	-2.3	1011
> O=C(N/N=C\C=C\c1ccco1)c1cncc(Br)c1
  /	1069	-0.051	i	/	0.08	0.36	/	15%	/	/	623	/	0	1.9	/	-1.3	0.1	1360
> CC(=O)OCCCNc1cc(Sc2nc3ccccc3s2)c2nonc2c1[N+](=O)[O-]
  1.8	1972	-4.3	i	97*	0.59	-0.75	5.9	10%	93*	3.1	584	-30	-4	4.2	i	-3.4	-0.9	1082
> Cc1cc(C(C#N)c2ccccc2)n2ncnc2n1 (stereo not drawn)
  1.3	1305	-0.65	i	-1	0.19	0.6	5.1	18%	-14	3.5	/	15	/	0.93	i	1	-3.5	868
> Nc1c(S(=O)(=O)c2ccccc2)c2nc3ccccc3nc2n1CCN1CCOCC1
  1.1	1137	0.0017	i	12	0.32	1	7.1	12%	-2	3.5	731	24	15	-0.22	i	0.96	0.2	528

# Compound profiles (already shown). Order of values: MT stabilize HCS Hoechst-high %	Insulin prom up cell count	Dynein cargo inh cell count	Yfh1-off respiration	WT yeast gro inh	Insulin prom up	Dynein cargo inh nuclear GR-EGFP	MT stabilize HCS cytotoxicity %	HEK293 NOD2/NF-kB	WT yeast gro inh mutant strain	MT stabilize HCS	Lipid droplet cells 6.5 µM	Autophagy mod cell loss 18 h	Lipid droplet	Dynein cargo inh cytoplasmic EGFP	Autophagy mod	Dynein cargo inh	bCat nuc transl	bCat nuc transl cell count 5 µM
# Shown for COc1ccc(-c2cc(C(=O)Nc3c(C)nn(Cc4ccccc4)c3C)no2)cc1 : 1.5	741	0.52	i	-11	-0.29	0.18	3.9	-11%	4	2.9	766	-10	-41	-0.18	i	-0.42	3.4	1019
# Shown for Nc1c(S(=O)(=O)c2ccccc2)c2nc3ccccc3nc2n1CCN1CCOCC1 : 1.1	1137	0.0017	i	12	0.32	1	7.1	12%	-2	3.5	731	24	15	-0.22	i	0.96	0.2	528
# Shown for O=C(Nc1ccc(Nc2ccccc2)cc1)C1CC1 : 1.9	1379	-0.27	i	-6	-0.49	-0.48	7.8	-4%	5	1.7	619	9	9	-0.21	i	-1.3	1.7	966

# Next section
# Below each SMILES – MT stabilize HCS Hoechst-high %	Insulin prom up cell count	Dynein cargo inh cell count	Yfh1-off respiration	WT yeast gro inh	Insulin prom up	Dynein cargo inh nuclear GR-EGFP	MT stabilize HCS cytotoxicity %	HEK293 NOD2/NF-kB	WT yeast gro inh mutant strain	MT stabilize HCS	Lipid droplet cells 6.5 µM	Autophagy mod cell loss 18 h	Lipid droplet	Dynein cargo inh cytoplasmic EGFP	Autophagy mod	Dynein cargo inh	bCat nuc transl	bCat nuc transl cell count 5 µM
> CC(=O)N1CCCc2cc(S(=O)(=O)NCc3ccc(C)cc3)ccc21
  2.1	1688	0.22	i	1	0.49	0.15	13	-8%	-4	3.4	623	-7	-26	-0.18	i	-0.54	-0.5	1036
> COc1cc(OC)cc(-n2c3nc4ccccc4nc3c3c(=O)n(CC4CCCO4)cnc32)c1 (stereo not drawn)
  /	1279	/	i	/	0.17	/	/	6%	/	/	/	/	/	/	/	/	1.2	1084
> COc1ccc(N2C(=O)c3ccccc3NC2c2ccc(OC)c(CN3CCOCC3)c2)cc1 (stereo not drawn)
  /	1112	-0.18	i	/	-0.18	-0.17	/	-36%	/	/	716	/	-1	-0.24	/	-0.51	0.6	1289
> CCOC(=O)c1nc(Nc2ccccc2C)c2ccccc2n1
  1.2	/	0.53	i	9	/	0.51	2.7	3%	19	1.5	690	12	-9	-0.35	i	-0.42	-0.9	615
